Screening data deposited in PubChem BioAssay by several laboratories.
STAT1 act: increases IFN-gamma driven STAT1 reporter signal. NIH 3T3 STAT1-luciferase reporter, luminescence; 100% = IFN-gamma alone, no compound. activation (% of control), % at 5.5 µM. 200,000 tested, 2.6% active;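 active = activation above the screen-wide mean activation plus 3 SD, cut at about 130% in these data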;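 also: raw ratio to IFN-gamma control signal so 100% means no change and 0% no light; values of inactives mirror those of a sister screen read the other way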
APP 5UTR inh: APP translation inhibition. inhibition, % at 2 µM. SH-SY5Y APP 5'UTR-luciferase reporter, luminescence. 190,000 tested, 0.82% active. AID 1285;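 active = inhibition above a set limit, derived from the sample mean plus 3 SD, cut at about 45% in these data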; also: values of inactives mirror those of a sister screen read the other way
FLuc stim CS: firefly luciferase counter-screen for stimulation assays; activation factor at 10 µM; P08659; AID 1027; ATPlite luciferase biochemical, luminescence, 10 min; 0 = ATP-free wells, 1 = DMSO control; 200,000 tested, under 10 active;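 active = luciferase activation factor, scaled between plate controls, of at least 2 with compound at 10 µM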
Target sequence (P08659 whole entry, looked up): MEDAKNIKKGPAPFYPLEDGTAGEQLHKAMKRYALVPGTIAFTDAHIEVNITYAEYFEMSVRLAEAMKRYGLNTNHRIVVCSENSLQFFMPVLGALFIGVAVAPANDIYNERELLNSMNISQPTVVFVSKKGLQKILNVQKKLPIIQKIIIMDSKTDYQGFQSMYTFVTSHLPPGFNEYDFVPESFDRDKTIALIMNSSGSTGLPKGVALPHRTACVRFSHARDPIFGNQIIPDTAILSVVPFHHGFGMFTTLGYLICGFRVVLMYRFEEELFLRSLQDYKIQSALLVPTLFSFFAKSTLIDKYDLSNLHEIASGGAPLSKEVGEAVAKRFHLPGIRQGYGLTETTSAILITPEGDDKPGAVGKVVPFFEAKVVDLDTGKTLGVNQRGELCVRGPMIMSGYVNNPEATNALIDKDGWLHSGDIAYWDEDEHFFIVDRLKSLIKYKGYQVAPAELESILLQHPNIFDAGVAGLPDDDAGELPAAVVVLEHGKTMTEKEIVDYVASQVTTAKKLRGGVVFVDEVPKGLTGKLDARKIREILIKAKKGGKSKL
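System: luciferase plus luciferin reagent, cell-free; medium: PBS as buffer for the ATP substrate; dosing: test compounds dosed from 2 mM stocks in 100% DMSO; timing: 10 min post-reagent at room temperature; measured by: luminescence measurement of luciferase light output; evaluation: luciferase activation, seen as luminescence increase over controls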
FLuc inhib CS: counter-screen for luciferase assay inhibitors: firefly luciferase inhibition; inhibition, % at 10 µM; AID 1006; ATPLite firefly luciferase biochemical luminescence, 10 min; 200,000 tested, 1.5% active; P08659;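 active = inhibition above about 50% when tested at 10 µM, limit read from the data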
NF-kB expr up: raises NF-kB expression in human neuronal cells; 190,000 tested, 1.6% active; fold change at 12.5 µM; NF-kB reporter expression; stronger effect = higher value; in the data active = fold change above about 3.3
DTT redox prof: compounds producing H2O2 with reducing agent – biochemical, NIH compound library profiling, artefact control for MLSCN library redox annotation, primary screen. 200,000 tested, 0.03% active. activation, % at 10 µM. AID 878. DTT-dependent redox cycling H2O2, phenol red/HRP absorbance; 100% = 100 µM peroxide control, 0% = buffer;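 active = activation of at least 50% relative to the plate's high and low controls in the primary single-dose screen; inactive = activation below 50%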;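 also: compound incubated with DTT at 0.8 mM final as the reducing agent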
G6PDH CS: inhibits Leuconostoc G6PDH, flagging false hits in G6PDH-based assays | 200,000 tested, 0.12% active | AID 1020 | Purified L. mesenteroides G6PDH, diaphorase/resazurin coupled fluorescence, 45 min | inhibition, % at 5 µM; in the data active = inhibition above about 50%
APP 5'UTR act: APP 5'UTR luciferase reporter activation. SH-SY5Y APP 5'UTR luciferase reporter, luminescence; zero percent = DMSO vehicle wells. activation, % at 2 µM. 190,000 tested, 1% active. AID 1276;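 active = activation above a set limit, based on mean plus 3 SD of controls, cut at about 140% in these data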; also: values of inactives mirror those of a sister screen read the other way
HMGR II inh: inhibitors of class II HMG-CoA reductase from Enterococcus faecalis | purified E. faecalis HMGR, NADPH absorbance 340 nm kinetic | inhibition, % at 10 µM | 190,000 tested, 0.41% active;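 active = inhibition above a set limit, the median over all tested compounds plus 3 SD, cut at about 9.5% in these data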;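 also: enzyme runs in reverse so mevalonate oxidation gives rising NADPH absorbance; 0% = complete reaction with DMSO and 100% = background rate lacking mevalonate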
Hsp70 act: transcriptional activators of Hsp70. AID 1203. activation, % at 10 µM. HeLa Hsp70 promoter luciferase reporter, luminescence; scaled: vehicle 0, proteasome-inhibitor control 100%. 200,000 tested, 0.04% active;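 active = activation above the mean across all tested compounds plus 3 SD, cutoff set per campaign, cut at about 5.5% in these data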;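 also: 100% = MG132 at 30 µM as the positive control and 0% = DMSO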
* hit, by the source's call; . = no result given.

SMILES	STAT1 act	APP 5UTR inh	FLuc stim CS	FLuc inhib CS	NF-kB expr up	DTT redox prof	G6PDH CS	APP 5'UTR act	HMGR II inh	Hsp70 act
CCCCOc1ccccc1Cn1c(=O)oc2ccc(C)cc21	102	0	1.1	-6	0.98	2.6	1	0	-4	0.3
CCC(Sc1n[nH]c(=O)[nH]c1=O)C(=O)OCc1ccccc1 (configuration not stated)	94	.	1	0	1.2	2.2	16	.	-7	-0.3
COc1cc(OC)c(C(=O)NCC2CCCO2)cc1OC (configuration not stated)	103	-1	1.1	-6	1.3	-0.3	-1	1	-4	0.4
Cc1ccc2[nH]cc(CCNC(=O)c3cccnc3)c2c1	100	2	1.1	-9	1.2	0.2	0	-2	-5	-0.2
N=c1c(C(=O)NC2CCCC2)cc2c(=O)n3ccccc3nc2n1C1CCCC1	99	-16	1.1	-5	0.69	-1.3	19	16	-11	-0.2
Cc1cc(C)n(/N=C/c2cc(Cl)cc(Cl)c2O)c(=O)c1	107	2	1.1	-8	1.7	-1.0	9	-2	-4	0.2
CCCCCN(C(=O)NC(=O)Nc1cccc(C)c1C)S(C)(=O)=O	98	-13	1	-3	1	-3.2	1	13	0	-0.5
Clc1ccccc1-c1nnc(-c2ccc3c(c2)OCO3)o1	111	-125	0.2	80*	7.4*	-0.2	12	125	-2	-0.3
COC(=O)C1C2C=CC3(CN(c4cccc(Cl)c4)C(=O)C13)O2 (configuration not stated)	99	.	1.1	-8	1	-0.8	1	.	-2	1.0
CCc1ccc(CN(C)Cc2nc(Cc3ccc(OC)c(OC)c3)no2)nc1	99	-6	1	-1	.	-0.8	15	6	-2	0.2
S=C(NCC1CCCO1)NC1CC1 (configuration not stated)	102	-8	1.1	-13	1.1	0.2	10	9	-4	-0.3
COc1ccc(NC(=O)CN2C(=O)C(C)Oc3ccccc32)c(OC)c1 (configuration not stated)	99	-8	1.1	-6	1.1	-1.8	4	8	-4	0.0

4 of these compounds, set out differently.
Every second line gives: STAT1 act | APP 5UTR inh | FLuc stim CS | FLuc inhib CS | NF-kB expr up | DTT redox prof | G6PDH CS | APP 5'UTR act | HMGR II inh | Hsp70 act
S=C(NCC1CCCO1)NC1CC1 (configuration not stated)
  102 | -8 | 1.1 | -13 | 1.1 | 0.2 | 10 | 9 | -4 | -0.3
CCCCCN(C(=O)NC(=O)Nc1cccc(C)c1C)S(C)(=O)=O
  98 | -13 | 1 | -3 | 1 | -3.2 | 1 | 13 | 0 | -0.5
CCc1ccc(CN(C)Cc2nc(Cc3ccc(OC)c(OC)c3)no2)nc1
  99 | -6 | 1 | -1 | . | -0.8 | 15 | 6 | -2 | 0.2
COC(=O)C1C2C=CC3(CN(c4cccc(Cl)c4)C(=O)C13)O2 (configuration not stated)
  99 | . | 1.1 | -8 | 1 | -0.8 | 1 | . | -2 | 1.0

Other records
SMILES	STAT1 act	APP 5UTR inh	FLuc stim CS	FLuc inhib CS	NF-kB expr up	DTT redox prof	G6PDH CS	APP 5'UTR act	HMGR II inh	Hsp70 act
CC(C)CC1NC(=O)N(Cc2cc(=O)n3ccsc3n2)C1=O (configuration not stated)	100	-10	1	-4	1.3	0.0	1	10	-4	-0.2
CSc1nc2ccc(NC(=O)c3nn(C(C)C)c(=O)c4ccccc34)cc2s1	99	-4	0.9	11	0.76	-0.3	18	4	-4	-0.5
Cc1ccc(C(c2nnnn2C2CCCCC2)N(C)C2CCCCC2)cc1 (configuration not stated)	96	.	1.1	-9	0.9	0.8	2	.	1	-0.2
COc1ccc(/C=C/C(=O)c2cc3cccc(OC)c3oc2=O)cc1	108	28	0.9	10	1	-1.3	3	-28	-2	-0.1
CC(C)CCNC(=O)CCc1nnc(COc2ccccc2)o1	88	-17	1.1	-5	1.2	5.0	8	17	0	-0.4
CC(=O)Cc1nsc(NC(=O)c2cccs2)n1	102	12	0.9	14	1.2	2.4	7	-12	0	-0.2
CN(C)c1cc(C(F)(F)F)nc(-c2ccccn2)n1	95	-7	1.1	-12	1.1	1.1	-17	7	-5	-0.1
O=C(COC(=O)C1CCCCC1C(=O)N1CCc2ccccc21)NCc1ccco1 (configuration not stated)	98	-9	1	-2	1.1	-0.1	6	9	0	-0.2
Cc1nn(CC(=O)N2CCOCC2)c(=O)c2ccccc12	102	9	1.1	-7	0.87	-0.1	0	-9	-7	0.3
Cc1cc(=O)[nH]c(SCC(=O)NC(c2ccccc2)c2ccccc2)n1	98	-10	1.1	-8	1.1	0.4	3	10	2	0.3
O=c1[nH]c2ccccc2nc1/C=C/c1ccccc1	162*	-105	0.4	60*	2.6	0.5	-1	105	0	0.6
CN(C)S(=O)(=O)c1ccc(NC(=O)CSc2nc3ccccc3n2-c2ccccc2)cc1	93	-3	1.1	-10	0.59	-0.1	8	3	-5	-0.2
O=C(O)CC(NC(=O)C(c1ccccc1)c1ccccc1)c1ccc(F)cc1 (configuration not stated)	100	17	1.1	-9	.	-1.1	2	-17	-2	-0.1
CC1(C)CC(=O)C2=C(C1)OC1OC(=O)CC21C (configuration not stated)	104	-1	1	-4	1.1	-1.9	5	1	5	-0.1
O=C(O)CN(c1ccccn1)S(=O)(=O)c1ccc(Cl)cc1	104	-7	1.1	-7	1	0.3	-8	7	-3	-0.1
COc1ccc(-c2cnnn2-c2ccc(NC(=O)c3ccc(S(=O)(=O)N4CCCCC4)cc3)cc2)cc1	89	8	1	-3	0.82	-0.4	6	-8	-2	-0.3
O=C(c1cccc(F)c1)N1CCC(N2CCOCC2)CC1	98	3	1	-2	1.2	-0.5	13	-3	-2	-0.2
CCc1ccc(/C=N/NC(=O)c2cc(C3CC3)nc3ccccc23)s1	97	44	1	0	0.85	0.0	-4	-44	-5	0.4
O=C(O)CSc1nnc(-c2cccnc2)n1Cc1ccccc1	101	6	1	-3	1.1	-0.7	-3	-6	-2	-0.2
Cc1ncc(CO)c(/C=N/N=C/c2ccccc2O)c1O	110	-64	0.9	8	3.6*	0.7	-3	64	-2	-0.5
Cc1cc(C)n(-c2ccc(C(C)C)cc2)c(=O)c1C#N	98	11	1.1	-5	1.1	-0.6	1	-11	8	-0.3
CCn1c(=N)c(C(=O)NCCCOC)cc2c(=O)n3cccc(C)c3nc21	95	12	1	-4	2	-0.3	0	9	-3	-0.3
COc1ccc2c(c1)c1nc(SCC(C)C)n(CCO)c(=O)c1n2C	106	-6	1.1	-7	1.1	-0.6	3	7	1	0.0
Cc1nc2ccccc2c(=O)n1NC(=O)c1ccccc1Cl	105	2	1	-5	0.97	0.0	3	-2	-8	-0.1
COc1ccccc1NC(=O)C/C(N)=N/O	92	-12	1	-5	1.1	0.1	0	12	-5	0.1
O=[N+]([O-])c1ccc2ncnc(Nc3ccc4c(c3)OCCO4)c2c1	96	11	1.1	-8	0.69	0.2	-1	-11	-5	-0.2
O=C(Cc1ccccc1)NNC(=O)Nc1cccc(Cl)c1	103	-6	1.1	-9	1.1	-3.8	4	5	-1	-0.3
O=S(=O)(Nc1ccc(Oc2ncccn2)c(Cl)c1)c1ccc(F)cc1	94	-2	1	-4	1.1	0.1	0	2	-2	-0.2
COc1cc(-c2nc(C)c(C(C)=O)n2O)ccc1OCC(=O)Nc1ccc(F)cc1	104	-15	1.1	-7	0.92	-0.5	3	15	-2	0.0
COc1cccc(-c2nnc(SCC(=O)Nc3cc(C)on3)n2C)c1	108	9	0.8	24	0.91	-13	1	-9	0	-0.2
Cc1cccc(C2c3[nH]c4ccccc4c3CCN2C(=O)CN2CCOC2=O)n1 (configuration not stated)	93	-1	1	-4	0.98	-0.5	6	1	0	-0.2
CCOC(=O)C1CCCN(C(=O)CN2C(=O)COc3ccc(C(C)(C)C)cc32)C1 (configuration not stated)	97	-6	1	-3	1	-3.5	2	6	-2	-0.1
NS(=O)(=O)c1ccc(NC(=O)/C=C/c2ccco2)cc1	110	2	1	0	1.2	0.5	5	-2	0	-0.1
COc1ccc(-c2cc(C3CCN(C(=O)OC(C)(C)C)CC3)[nH]n2)cc1	110	18	1	-3	1.6	0.8	2	-18	-4	-0.1
CCn1c(Cc2ccccc2)nnc1SCC(=O)Nc1ccc2c(c1)OCO2	100	-7	1	-3	1	0.3	4	7	-2	-0.3
O=C(NCc1ccc(F)cc1Cl)C1CCN(S(=O)(=O)N2CCC3(CC2)OCCO3)CC1	100	3	1.1	-8	1.1	0.3	6	-3	-4	-0.4
CCN(CC)C(=O)CCNS(=O)(=O)c1ccc(C)cc1	105	-4	1	-4	0.94	1.7	3	4	-5	-0.1
Cc1ccc(S(=O)(=O)N(C)Cc2ccc(C(=O)NN=C3C4CC5CC(C4)CC3C5)cc2)cc1	95	-15	1	-1	0.93	0.2	-7	15	-4	-0.4
Cc1cc(C)cc(N(C(C)C(=O)NCCC2=CCCCC2)S(C)(=O)=O)c1 (configuration not stated)	95	-1	1	0	1.1	0.3	7	1	-7	-0.5
COc1cccc(CC(Cc2nc3ccccc3[nH]2)c2nc3ccccc3[nH]2)c1 (configuration not stated)	94	10	1	2	1.6	-0.7	12	-10	3	-0.3
CCOC(=O)c1c(NC(=O)CSc2cn(CC)c3ccccc23)sc2c1CCC2	100	-11	1.1	-12	0.95	2.6	7	11	6	-0.1
Cn1c(N2CCOCC2)c(/C=N/O)c2ccccc21	93	-13	1	-4	0.98	-1.4	9	13	-2	-0.2
C#CCOCCOCCOCCNc1nc(N2CCN(C(=O)[C@H]([C@@H](C)CC)n3cc([C@@H](N)Cc4ccc(O)cc4)nn3)CC2)nc(N2CCN(C(=O)[C@H](CCCCN)n3cc([C@@H](N)CO)nn3)CC2)n1	104	6	1	1	1	0.0	18	-7	-4	-0.3
CS(=O)(=O)N1CCCC(C(=O)NCc2ccc(F)cc2)C1 (configuration not stated)	107	8	1	-4	1.1	-1.4	-1	-8	-4	-0.2
CC(=O)c1cccc(NC(=O)c2nc(-c3ccccc3)oc2C)c1	109	-25	1	-3	0.79	-0.8	-1	25	1	-0.2
O=C(CN1CCC(Cc2ccccc2)CC1)Nc1ccc2c(c1)OCCO2	100	-5	1.1	-7	1.1	0.1	3	5	-2	-0.4
C=C(C)c1cccc(C(C)(C)NC(=O)N2CCN(c3ccccn3)CC2)c1	102	.	1.1	-11	1.2	-0.8	2	.	-4	-0.2
Cc1ccc(S(=O)(=O)N2CCN(c3c([N+](=O)[O-])cc(C(F)(F)F)cc3[N+](=O)[O-])CC2)cc1	96	18	1.1	-9	0.84	1.3	0	-18	2	-0.4
COc1ccc(N2C(=O)C(CN3CCCCC3)C2c2ccccc2)cc1 (configuration not stated)	96	-34	1.1	-6	1.1	-0.3	10	34	15*	-0.1
Cc1ccc(-c2nnn(CC(=O)N(c3ccccc3)C(C(=O)NCC3CCCO3)c3ccc(Cl)cc3)n2)cc1 (configuration not stated)	101	16	1	0	1.2	-0.6	13	-16	-1	0.1
O=C(N/N=C/c1ccc(Br)s1)c1cccc([N+](=O)[O-])c1	96	44	1.1	-6	1.1	0.0	-1	-44	-4	-0.2
Cc1noc(/C=C/N(C)C)c1S(=O)(=O)N(C)CC(=O)N1CCc2ccccc21	102	-10	1	-4	0.87	1.8	-19	10	-1	-0.1
Cc1nc(N2CCN(c3ccccn3)CC2)c2c(C)c(C(=O)Nc3ccc(F)cc3F)sc2n1	105	-15	1	1	0.46	-0.4	2	15	-5	0.0
Cc1cccc(OCCCC(=O)N2CCCc3ccccc32)c1C	102	24	1	-2	0.76	-0.1	-4	-24	-3	-0.1
